ABCG2 inh = ABCG2 efflux pump inhibitors, primary screen, multiplex with ABCB1, IgMXP3 cells, flow cytometry; Broad substrate specificity ATP-binding cassette transporter ABCG2 (Homo sapiens), Q9UNQ0; JC-1 efflux; inhibition, % at 6.6 µM; 190,000 tested, 0.1% active;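 active = inhibition above 80%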;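 note: 0% = DMSO and 100% = nicardipine control wells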
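Measure – % inhibition of efflux relative to nicardipine and DMSO · Test system – ABCG2 IgMXP3 and barcoded ABCB1 CCRF-Adr cell mix · Control set – nicardipine as high control, DMSO as low control · Compound – one concentration, 6.6 µM final · Signal – flow cytometry of retained JC-1 fluorescence · Timing – 10 min exposure at 25 °C with rotation, no wash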
ABCB1 block = ABCB1 efflux pump inhibitors, primary screen, cell-based, multiplex, flow cytometry, ABCG2 counter-screen. ATP-dependent translocase ABCB1 (Homo sapiens), P08183. 190,000 tested, 0.067% active. AID 1326, 2008. CCRF-Adr cells, JC-1 efflux. inhibition, % at 6.6 µM; in the data active = inhibition above about 40%;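 note: 0% = vehicle and 100% = reference inhibitor; higher value means more JC-1 retained so stronger ABCB1 efflux block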
Target sequence (P08183 whole entry, looked up): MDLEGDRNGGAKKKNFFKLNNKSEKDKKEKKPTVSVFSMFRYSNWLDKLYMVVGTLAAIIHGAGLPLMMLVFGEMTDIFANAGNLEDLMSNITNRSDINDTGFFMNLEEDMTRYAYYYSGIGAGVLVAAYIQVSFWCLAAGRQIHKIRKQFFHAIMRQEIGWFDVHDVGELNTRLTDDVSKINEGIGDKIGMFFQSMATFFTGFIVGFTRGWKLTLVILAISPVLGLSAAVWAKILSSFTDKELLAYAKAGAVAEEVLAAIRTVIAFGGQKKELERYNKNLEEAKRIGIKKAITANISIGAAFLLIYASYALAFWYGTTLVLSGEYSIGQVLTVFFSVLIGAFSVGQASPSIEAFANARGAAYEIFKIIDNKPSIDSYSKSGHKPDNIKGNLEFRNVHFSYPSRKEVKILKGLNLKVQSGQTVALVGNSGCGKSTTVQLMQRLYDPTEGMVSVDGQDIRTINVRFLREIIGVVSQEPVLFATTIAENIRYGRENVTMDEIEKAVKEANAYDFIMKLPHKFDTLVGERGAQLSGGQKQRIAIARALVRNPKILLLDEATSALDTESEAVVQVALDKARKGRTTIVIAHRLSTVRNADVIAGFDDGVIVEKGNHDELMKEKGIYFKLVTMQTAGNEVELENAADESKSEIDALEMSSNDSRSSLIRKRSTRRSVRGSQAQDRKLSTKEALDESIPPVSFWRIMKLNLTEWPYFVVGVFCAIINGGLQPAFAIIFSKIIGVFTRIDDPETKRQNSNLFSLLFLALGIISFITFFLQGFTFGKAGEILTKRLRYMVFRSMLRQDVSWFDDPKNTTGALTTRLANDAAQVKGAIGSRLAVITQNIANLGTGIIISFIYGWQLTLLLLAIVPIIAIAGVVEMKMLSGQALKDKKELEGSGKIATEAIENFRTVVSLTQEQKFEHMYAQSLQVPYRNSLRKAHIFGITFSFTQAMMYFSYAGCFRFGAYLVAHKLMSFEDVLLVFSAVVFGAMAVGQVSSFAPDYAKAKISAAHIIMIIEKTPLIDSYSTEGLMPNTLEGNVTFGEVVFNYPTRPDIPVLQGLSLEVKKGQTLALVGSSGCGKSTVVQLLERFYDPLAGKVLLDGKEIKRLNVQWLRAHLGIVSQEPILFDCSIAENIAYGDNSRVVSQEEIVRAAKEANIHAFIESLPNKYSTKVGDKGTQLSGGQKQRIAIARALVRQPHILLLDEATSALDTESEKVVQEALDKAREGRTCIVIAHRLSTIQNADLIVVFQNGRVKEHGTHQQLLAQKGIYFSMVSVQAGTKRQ
Bim-Bcl-2 = inhibitors of Bim-Bcl-2 binding, primary screen, biochemical, multiplexed, human Bcl-2 family. Apoptosis regulator Bcl-2 (Homo sapiens), P10415. inhibition, % at 10 µM. Bead-based flow cytometry, Bim peptide-Bcl-2 binding. 190,000 tested, 0.06% active. AID 950, 2007; in the data active = inhibition above about 40%; inconclusive = no clear call, values can overlap the other calls;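 note: 0% = no compound wells with probe peptide and 100% = reference peptide inhibitor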
Bcl-XL Bim block = inhibitors of Bim-Bcl-XL binding, primary screen, biochemical, multiplexed, bead flow cytometry, human Bcl-XL; Bcl-2-like protein 1 (Homo sapiens), Q07817; inhibition, % at 10 µM; Bim peptide-Bcl-XL binding, fluorescence; 190,000 tested, 0.04% active
Bcl-W Bim block = inhibitors of Bim binding to Bcl-W, primary screen, biochemical, multiplexed, bead-based flow cytometry; Bcl-2-like protein 2 (Homo sapiens), Q92843; AID 952, 2007; 190,000 tested, 0.02% active; inhibition, % at 10 µM; Bim peptide-Bcl-W binding;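 note: 0% = bound tracer without compound and 100% = peptide blocker; higher means less fluorescent Bim peptide bound to Bcl-W beads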
RGS8-Gao reg = RGS8-Galphao binding modulators, primary screen, biochemical, multiplexed bead flow cytometry. Guanine nucleotide-binding protein G(o) subunit alpha (Homo sapiens), P09471. actives lie on both sides. response (percent of control binding), % at 10 µM. 220,000 tested, 0.34% active. AID 1423, 2008; in the data active = response below about 60% or above about 140%; inactive = in between;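 note: Galphao activated as the GDP aluminium fluoride complex binding bead-coupled RGS8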
GSH fluor = compound fluorescence on glutathione beads, profiling panel, artefact control, biophysical, 488/530 nm, flow cytometry. GSH beads flow cytometry, compound fluorescence 488/530 nm; active compounds read high. fluorescence (KMESF) at 10 µM. 190,000 tested, 0.25% active; in the data active = fluorescence above about 89;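 note: glutathione beads carrying GST-tagged Bcl family fusion proteins plus one bare bead set; values are compound well signal with DMSO vehicle wells as background; inactives centre near 16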
RGS4-Gao reg = modulators of RGS4 binding to Galphao, primary screen, biochemical, multiplexed bead flow cytometry; actives lie on both sides; Guanine nucleotide-binding protein G(o) subunit alpha (Homo sapiens), P09471; binding response (% of control), % at 10 µM; 220,000 tested, 0.33% active; AID 1415, 2008; in the data active = binding response below about 49% or above about 150%; inactive = in between;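 note: fluorescent Galphao activated with aluminum fluoride binding bead-coupled RGS4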
Bfl-1 Bim block = inhibitors of Bim binding to Bfl-1, primary screen, biochemical, multiplexed, bead-based flow cytometry; inhibition, % at 10 µM; Bim-Bfl-1 binding inhibition; 190,000 tested, 0.12% active;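 note: 0% = wells without compound plus tracer and 100% = blocker peptide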
RGS7-Gao = RGS7-Galphao binding modulators, primary screen, biochemical, multiplexed bead flow cytometry; Guanine nucleotide-binding protein G(o) subunit alpha (Homo sapiens), P09471; actives lie on both sides; binding response (% of control), % at 10 µM; 220,000 tested, 0.35% active; AID 1439, 2008; in the data active = binding response below about 49% or above about 150%; inconclusive = no clear call, values can overlap the other calls; inactive = in between;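 note: fluorescent Galphao held in activated GDP-AlF4 state binding bead-coupled RGS7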
Bcl-B Bim block = inhibitors of Bim-Bcl-B binding, primary screen, biochemical, multiplexed, human Bcl-2 family. 190,000 tested, 0.073% active. inhibition, % at 10 µM. Bcl-2-like protein 10 (Homo sapiens), Q9HD36. bead-based flow cytometry, Bim peptide-Bcl-B binding;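 note: 0% = tracer peptide without compound and 100% = reference inhibitor peptide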
Starred values were filed as active, the others as inactive; ? = inconclusive; . = no result given. Cut-off read from the data, not from the text of the source, unless noted: active = inhibition above about 40%.

SMILES	ABCG2 inh	ABCB1 block	Bim-Bcl-2	Bcl-XL Bim block	Bcl-W Bim block	RGS8-Gao reg	GSH fluor	RGS4-Gao reg	Bfl-1 Bim block	RGS7-Gao	Bcl-B Bim block
Cc1ccc(-n2nc3c(c2NC(=O)c2c(-c4ccccc4Cl)noc2C)CSC3)cc1	1	1.2	-2	0	1	100	12	99	-7	100	-4
Cc1ccc(O)c(C(=O)c2cnc3c(c2)CN(CCC(C)C)C(=O)N3)c1	2	0.8	2	2	1	101	19	102	-1	101	-2
CC(C)(CO)NS(=O)(=O)c1ccc2c(c1)oc(=O)c1cc(S(=O)(=O)NC(C)(C)CO)ccc12	0	0.0	0	0	2	101	11	102	3	100	0
CC(C)Oc1ccc(C2CC(=O)NC3=C2C(=O)CCC3)cc1 (configuration not stated)	0	0.0	-2	0	-1	101	21	101	-2	99	4
CCn1c(CNc2cccc(Cl)c2)nnc1SCc1ccccc1	3	0.7	2	3	3	92	7	82	2	94	3
CCOC(=O)Cn1nc(C(F)F)c(Br)c1C	-1	0.1	0	-1	2	100	10	103	-2	98	-4
CC(C)Cc1nnc(NC(=O)Cc2cccs2)s1	-1	-1.0	1	-1	0	115	11	103	1	97	-1
CCCCC(O)(C(NC=O)C(=O)OC)C(F)(F)F (configuration not stated)	3	1.1	-1	-1	0	99	24	100	-3	101	-1
CN(C)/C=C/c1oc2ccc(O)cc2c1[N+](=O)[O-]	4	0.2	2	-2	0	101	10	99	0	97	-3
CN(CCC1CCCCO1)Cc1cn(C)nc1-c1ccc2c(c1)OCCO2 (configuration not stated)	0	0.2	0	-3	-1	101	14	99	-5	97	-1
CCC(C)C(NC(=O)OC(C)(C)C)C(=O)NC(C(=O)N1CCCC1C(N)=O)C(C)CC (configuration not stated)	0	0.0	-6	-18	-3	107	36	105	-8	105	-5
COc1ccc(N2CCN(C(=O)NC34CC5CC(CC(C5)C3)C4)CC2)cc1	59	-0.5	-8	-8	0	100	36	100	-16	99	-9
COc1cc(/C=N/NC(=O)c2cccnc2)ccc1OS(=O)(=O)c1ccc(C)cc1	-1	0.5	-8	-17	-15	103	18	100	-6	98	-16
CCc1ccccc1OCc1nc2ccc(S(=O)(=O)N3CCOCC3)cc2[nH]1	1	0.5	-14	-4	-1	101	36	99	-13	101	-16
Cc1ccc(S(=O)(=O)NCC(=O)NCC(=O)OCc2c(F)cccc2Cl)cc1	11	0.9	-1	-1	0	102	11	101	-2	100	-2
Cc1cccc(C(C#N)c2ccc(Cl)nn2)c1 (configuration not stated)	1	0.2	-3	0	2	104	10	101	-5	?	-3
COC(=O)Cn1c(C(F)(F)F)nc2ccccc21	5	0.4	?	.	.	91	31	99	.	96	.
COc1ccc2c(c1)c1nc3ccccc3nc1n2CC(=O)OC(C)C	19	2.2	-1	-9	-3	98	16	101	0	101	0
CCOC(=O)COc1ccc(C(=O)NC2CCCCC2)cc1	7	0.8	-9	4	0	101	30	97	-8	93	-7
CCCC(C(=O)NC1=NCCS1)c1ccccc1 (configuration not stated)	2	0.8	1	-1	2	105	16	101	-3	103	-2
CCOC(=O)N1CCN(C(=S)NC(=O)c2ccc(Br)cc2)CC1	4	0.5	-2	-1	0	100	13	100	1	?	-2
CCc1ccc(NC(=S)Nn2cnnc2)cc1	-2	-0.6	-7	-5	0	99	13	98	0	?	-21
O=C(NCCO)c1ccc(CSc2nc3ccccc3[nH]2)cc1	2	0.2	-2	-4	-2	104	8	99	-1	98	-3
Cc1cc(C)c(S(=O)(=O)N2CCCOC2CNC(=O)C(=O)NCCC2=CCCCC2)c(C)c1 (configuration not stated)	17	4.5	-6	-11	-5	100	11	101	-9	100	-10
CCn1nnnc1SCC(=O)c1cccc(OC)c1	1	0.1	-5	1	4	100	44	99	-8	101	-6
Carrying on:
SMILES	ABCG2 inh	ABCB1 block	Bim-Bcl-2	Bcl-XL Bim block	Bcl-W Bim block	RGS8-Gao reg	GSH fluor	RGS4-Gao reg	Bfl-1 Bim block	RGS7-Gao	Bcl-B Bim block
O=C(c1ccco1)N(CC1CCCO1)c1nc(-c2ccccc2)cs1 (configuration not stated)	11	1.6	0	-4	-1	98	9	96	-1	93	-4
O=C(CNS(=O)(=O)c1ccc(C(=O)N2CCCCC2)cc1)N1CCCCC1	24	0.2	-5	-11	-7	102	19	103	-18	102	-7
O=c1c2ccccc2ncn1CCCSc1ccc(Cl)cc1	3	0.5	-3	-3	-6	98	26	98	-2	93	-6
COC(=O)c1sc(N)c(C(=O)OC)c1CSc1nnc(-c2ccccc2Cl)n1C	3	0.4	-1	2	3	101	10	101	-7	100	-6
Cc1cc([N+](=O)[O-])c(-c2ccc(/C=N/n3cnnc3)o2)cc1Cl	39	0.7	-7	-7	0	108	33	100	-14	99	-5
O=C(Nc1ccc(F)cc1)N1CCN(c2ccc3nnc(-c4ccc(F)cc4)n3n2)CC1	1	0.0	-7	-2	1	104	19	109	-11	104	-2
C=CCOC(=O)Nc1snnc1C	10	-0.4	3	-3	-2	108	22	113	-2	110	-1
Cc1cc(=O)oc2cc(OCC(=O)OCC(=O)N3CCC(C)CC3)ccc12	1	0.0	-3	0	0	100	18	99	-3	?	-2
Cn1c(CCN2CCCCC2)nc2cc(NS(=O)(=O)c3ccccc3)ccc21	4	0.4	-13	-9	-1	101	24	102	-15	100	-8
CC(CCc1ccccc1)NC(=O)COC(=O)c1ccc(S(C)(=O)=O)c([N+](=O)[O-])c1 (configuration not stated)	7	2.0	-1	-3	-3	101	19	100	-3	101	-10
COc1ccc(C(=O)OCc2c(C)noc2C)cc1	6	1.2	0	-1	0	102	16	102	-4	101	-3
O=C(NCc1ccccc1)c1cccc(Br)n1	0	0.3	0	-2	0	103	17	100	1	98	-5
CC(C)C(=O)N1CCN(c2ccccc2NC(=O)c2cc([N+](=O)[O-])ccc2N2CCOCC2)CC1	9	4.7	0	-1	0	98	8	91	-3	93	-1
C=CCNc1nc(C(=O)OCC)nc2ccccc12	1	-0.3	-3	-1	0	100	16	98	-5	100	-2
N=c1c(C(=O)NCc2ccco2)cc2c(=O)n3ccccc3nc2n1Cc1ccccc1	3	0.8	-1	-1	-2	97	12	95	3	99	-1
O=C(O)c1ccc(NS(=O)(=O)c2cc(Cl)ccc2Cl)cc1O	-1	-0.3	-10	-10	-4	87	29	79	-14	83	-8
CNc1nc(C)c(C(=O)c2ccc(Cl)cc2)s1	6	0.9	0	-2	-3	98	22	100	0	98	-1
CC(=O)c1ccc(C#CC(C)(C)O)s1	1	0.5	1	-1	0	103	16	101	0	100	0
COC(=O)CSC1=C(C#N)C(c2cccc(F)c2)CC(=O)N1 (configuration not stated)	-5	-5.8	1	1	2	101	29	100	-1	96	1
O=C(OC(C(=O)NCc1cccs1)c1ccc(F)cc1)c1ccco1 (configuration not stated)	0	0.0	-1	-6	-3	98	29	96	-4	97	-5
O=C(C[n+]1cccc(CO)c1)Nc1nc2ccccc2s1	1	0.0	1	-1	0	100	14	103	-1	102	0
O=C(COC(=O)c1ccc(Cl)nc1)NCc1ccc2c(c1)OCO2	0	-0.1	-2	-9	-3	102	16	98	-7	99	-10
O=[N+]([O-])c1ccccc1/C=C/C=N/Nc1nc(N2CCCCC2)nc(N2CCCCC2)n1	19	1.9	-7	0	2	102	7	100	-4	103	-1
COCCNC(=O)c1ccc(CS(=O)(=O)c2ccc(C)cc2)o1	1	-1.1	-11	6	-3	102	47	107	-3	103	-33
COc1ccc(C(C#N)N2CCOCC2)cc1 (configuration not stated)	0	0.5	2	-9	-5	99	17	103	-5	102	-4
COc1cccc(/C=N/NC(=S)Nc2cccc(C(=O)O)c2)c1O	2	0.4	1	-3	0	98	19	102	6	126	1
O=C(Nc1cc([N+](=O)[O-])ccc1N1CCCC1)c1ccco1	15	0.3	-3	-6	-4	102	12	101	-4	102	-1
Cc1ccc2nc(N3CCN(C(=O)c4cccs4)CC3)c(C#N)cc2c1	1	0.5	-3	-2	0	98	23	100	-1	99	-1
CCCCn1c(=O)c(CCC(=O)OCC(=O)NC(=O)NCCC(C)C)nc2ccccc21	25	3.9	-2	-2	-2	100	12	100	-5	100	-1

Results in RGS7-Gao, Bcl-B Bim block and RGS8-Gao reg (2 entries from above):
canonical_smiles | RGS7-Gao | Bcl-B Bim block | RGS8-Gao reg
Cc1cc([N+](=O)[O-])c(-c2ccc(/C=N/n3cnnc3)o2)cc1Cl | 99 | -5 | 108
O=C(O)c1ccc(NS(=O)(=O)c2cc(Cl)ccc2Cl)cc1O | 83 | -8 | 87

Entries above containing an aryl methoxy group, in the order listed:
SMILES	ABCG2 inh	ABCB1 block	Bim-Bcl-2	Bcl-XL Bim block	Bcl-W Bim block	RGS8-Gao reg	GSH fluor	RGS4-Gao reg	Bfl-1 Bim block	RGS7-Gao	Bcl-B Bim block
COc1ccc(N2CCN(C(=O)NC34CC5CC(CC(C5)C3)C4)CC2)cc1	59	-0.5	-8	-8	0	100	36	100	-16	99	-9
COc1cc(/C=N/NC(=O)c2cccnc2)ccc1OS(=O)(=O)c1ccc(C)cc1	-1	0.5	-8	-17	-15	103	18	100	-6	98	-16
COc1ccc2c(c1)c1nc3ccccc3nc1n2CC(=O)OC(C)C	19	2.2	-1	-9	-3	98	16	101	0	101	0
CCn1nnnc1SCC(=O)c1cccc(OC)c1	1	0.1	-5	1	4	100	44	99	-8	101	-6
COc1ccc(C(=O)OCc2c(C)noc2C)cc1	6	1.2	0	-1	0	102	16	102	-4	101	-3
COc1ccc(C(C#N)N2CCOCC2)cc1 (configuration not stated)	0	0.5	2	-9	-5	99	17	103	-5	102	-4
COc1cccc(/C=N/NC(=S)Nc2cccc(C(=O)O)c2)c1O	2	0.4	1	-3	0	98	19	102	6	126	1

Assay outcomes from PubChem.
